TAAR1 agonist: agonists of human TAAR1; Q96RJ0; CHO RD-HGA16 TAAR1, Fluo-8 calcium fluorescence; vehicle wells 0%, saturating PEA agonist 100%; activation, % at 3 µM; 0.99% of 360,000 active; AID 624467;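 active = activation above the mean activation of all test compounds in the run plus 3 SD, cut at about 38% in these data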
Target sequence (Q96RJ0 whole entry, looked up): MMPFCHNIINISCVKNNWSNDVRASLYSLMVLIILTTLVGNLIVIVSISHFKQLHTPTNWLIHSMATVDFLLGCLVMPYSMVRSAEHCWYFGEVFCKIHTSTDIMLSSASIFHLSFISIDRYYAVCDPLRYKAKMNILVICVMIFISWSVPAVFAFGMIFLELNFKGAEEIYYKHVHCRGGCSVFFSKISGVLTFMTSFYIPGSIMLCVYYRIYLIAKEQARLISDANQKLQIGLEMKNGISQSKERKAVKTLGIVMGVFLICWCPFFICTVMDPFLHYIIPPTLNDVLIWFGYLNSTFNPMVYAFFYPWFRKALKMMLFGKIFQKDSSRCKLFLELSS
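System: CHO RD-HGA16 cells carrying human TAAR1 plus Gα16; Incubation: 17-24 h seeding, 75 min 37 °C dye, 30 min RT; Measured by: Fluo-8 fluorescence, 5 s baseline then 140 s kinetic read; Control set: DMSO and PEA EC100; Replication: single well for each compound.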
TAAR1 antagonist: human TAAR1 antagonism; Q96RJ0; CHO RD-HGA16 TAAR1, Fluo-8 calcium fluorescence, antagonist; inhibition, % at 3 µM; 1.5% of 360,000 active;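 active = inhibition above a per-plate cutoff, the mean inhibition of test compounds on that plate plus 3 SD, cut at about 49% in these data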;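 also: 0% = DMSO plus EC80 beta-PEA response and 100% = DMSO alone without agonist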
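Material: CHO RD-HGA16 cells bearing hTAAR1; compound dosing: one-point dosing, 3 µM nominal final; schedule: dye loading 75 min at 37 °C, then 30 min room temperature; measured by: calcium fluorescence with Fluo-8; control set: vehicle and agonist controls; replication: n of 1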
An asterisk follows results filed as active. Only part of the results is shown; rates above refer to the full screens.

cpd	structure	TAAR1 agonist	TAAR1 antagonist
1	COc1ccc(N2C(=O)c3[nH]nc(-c4ccccc4)c3C2c2ccc(F)cc2)cc1 (configuration not stated)	35	-22
2	Cc1cc(Nc2cc(C(F)(F)F)cc(C(F)(F)F)c2)cc(=O)n1-c1cc(C(F)(F)F)cc(C(F)(F)F)c1	1	-17
3	CC(C)(C)OC(=O)Nc1ccccc1-n1nnnc1C(C(=O)c1ccc(F)cc1)N1CCN(c2ccccn2)CC1 (configuration not stated)	-2	-19
4	O=C(C(=O)N1CCC(CNC(=O)c2sc3ccccc3c2Cl)CC1)c1cccs1	3	-14
5	O=C(NCc1ccc2c(c1)OCO2)OCc1ccccc1	-2	-33
6	C[C@H]1C(C(=O)N(C)C2CCCCC2)=Cc2c(n(-c3ccc(F)cc3)c(=O)n2CCCOc2ccccc2)C=C1c1ccccc1	0	-54
7	COc1ccc2nc(-c3ccc(CN4CCC(c5nc6ccccc6[nH]5)CC4)cc3)c(-c3ccccc3)nc2c1	17	76*
8	COC(=O)[C@@]12C[C@@H](CC(=O)N3CCSCC3)C(=O)N(Cc3ccc4c(c3)OCO4)C1=CCC(C)(C)C2	-1	-14
9	NC(=O)c1c(N)[nH]c(C(=O)c2ccccc2)c1-c1ccccc1Cl	9	19
10	O=Cc1cscc1[B-](F)(F)F	0	-3
11	COC(=O)[C@]12C[C@H](CC(=O)N3CCC(c4ccccc4)CC3)C(=O)N(Cc3ccc4c(c3)OCO4)C1=C[C@H](COCc1ccccc1)O[C@@H]2C	1	-27
12	O=c1cccc(-c2cccc3ccccc23)o1	0	-12
13	Cc1cc(O)cc(=O)n1-c1cc(F)c(F)c(F)c1	1	-11
14	COc1cc2c(cc1OCc1ccccc1)/C(=C/C(=O)OCc1ccccc1)OC2	0	6
15	O=C(/C=C(\Nc1ccc(F)cc1)c1ccccc1)c1ccccc1	-1	19

The list goes on:
cpd	structure	TAAR1 agonist	TAAR1 antagonist
16	CC(C)(C)OC(=O)N[C@@H]1C=CC(=O)C1	5	-11
17	CCCC(C)C(=O)NC1CCCCN(C)C1=O (configuration not stated)	1	-1
18	C[C@@H]1COc2cc(N3CCCCC3)ccc2S(=O)(=O)N1	1	17
19	COC(=O)C1=C(C)N(Cc2ccc(C(F)(F)F)cc2)C(=NCc2ccccc2)NC1c1cccc(F)c1 (configuration not stated)	40*	66*
20	Nc1ccc(F)c(CN2CCN(c3ncc(Cc4ccccc4)cn3)CC2)c1	6	-11
21	CC(=O)C1=C(C)N(Cc2ccc(F)cc2)C(=S)NC1c1ccc(Cl)cc1 (configuration not stated)	-1	26
22	C[C@@H]1CN(c2ccc(N3CCNC[C@H]3C)cc2C#N)C[C@H](C)O1	3	-4
23	CCn1cc(CCC(=O)Nc2ccc(Oc3cccnc3)cc2)c2ccccc21	0	23
24	CCNC(=O)N1CCN(c2ccc(N3CCN(C(=O)NCC)[C@H](C)C3)c(C)c2)[C@@H](C)C1	0	0
25	CC(C(=O)NC1CCCC1)n1c(C2CCCC2)nc2ccccc21 (configuration not stated)	0	-3
26	COC(=O)[C@@]12C[C@@H](CC(=O)NCc3cccs3)C(=O)N(CCc3ccc(OC)c(OC)c3)C1=CCC(C)(C)C2	9	13
27	Cc1cc2c(cc1C)-n1nnnc1C(N(C)CCc1ccccc1)C(=O)N2 (configuration not stated)	54*	18
28	O=C(NC1CCCCC1)C(c1ccnc2ccccc12)n1c(=O)c(-c2ccccc2)nc2ccccc21 (configuration not stated)	-1	-25
29	CCCCc1c(-c2ccccc2OC)ncn1Cc1cccc(F)c1	1	-14
30	CN(C(=O)[C@H]1O[C@@H](n2cnc(C(N)=O)n2)[C@H](O)[C@@H]1O)c1ccccc1	2	-2

The listing continues.
cpd	structure	TAAR1 agonist	TAAR1 antagonist
31	COC(=O)C1=C(C)N(C)C(=NCC2CC2)NC1CCc1ccccc1 (configuration not stated)	2	-14
32	COc1ccc(C(=O)C(=O)N2CCN(C(=O)c3ccccc3C(F)(F)F)CC2)cc1OC	0	-20
33	COC(=O)[C@]12C[C@H](CC(=O)N3CCC(c4ccccc4)CC3)C(=O)N(Cc3ccccc3)C1=C[C@H](C(C)(C)C)O[C@@H]2C	0	-24
34	C=CCN=C1NC(c2ccccc2)C(C(=O)OC)=C(C)N1C (configuration not stated)	2	-12
35	CN(CCc1ccccc1)C(C(=O)c1ccc2c(c1)OCO2)c1nnnn1-c1ccccc1NC(=O)OC(C)(C)C (configuration not stated)	86*	78*
36	COC(=O)[C@]12CCCCC=C1N(CCc1ccc(OC)c(OC)c1)C(=O)[C@H](CC(=O)N1CCN(C(=O)c3ccco3)CC1)C2	8	29
37	O=C(N[C@H]1CC[C@@H](CCNS(=O)(=O)c2ccccc2Cl)O[C@@H]1CO)c1ccccc1	1	-6
38	COC(=O)C1=C(C)N(Cc2ccccc2C(F)(F)F)C(=NCC2CC2)NC1c1ccc(F)cc1 (configuration not stated)	18	-1
39	O=C(NCc1ccccc1)C1C(c2ccc3c(c2)OCO3)=Nc2ccccc2N1C(=O)c1ccccc1 (configuration not stated)	1	-19
40	O=C(NC1CCCC1)C(c1ccco1)N1CCN(c2c(Cl)cncc2Cl)CC1 (configuration not stated)	2	-15
41	C[C@@H]1C=CCCO[C@]12C(=O)N(Cc1ccc(Br)cc1)c1ccccc12	0	-9
42	C=CCNC(=S)N1C[C@H]2CON(C)[C@H]2C[C@H]1c1ccccc1Br	2	-25
43	CCCCOCCCNC(=O)C[C@H]1C[C@@]2(C(=O)OC)C(=C[C@H](COCc3ccccc3)O[C@@H]2C)N(Cc2ccc3c(c2)OCO3)C1=O	1	-18
44	COC(=O)c1cc2c(c3c4cc(OC)ccc4n(S(=O)(=O)c4ccccc4)c13)C(=O)N(Cc1ccc(C(F)(F)F)cc1)C2	-2	8
45	COc1ccc(NC(=O)C(c2ccc(C#N)cc2)n2c(=O)c(-c3ccco3)nc3ccccc32)cc1 (configuration not stated)	0	8

Single values from the list.
TAAR1 agonist with COc1ccc(C(=O)C(=O)N2CCN(C(=O)c3ccccc3C(F)(F)F)CC2)cc1OC is entered as 0
TAAR1 agonist with COC(=O)C1=C(C)N(Cc2ccccc2C(F)(F)F)C(=NCC2CC2)NC1c1ccc(F)cc1 (configuration not stated) is entered as 18
TAAR1 antagonist with O=C(NC1CCCC1)C(c1ccco1)N1CCN(c2c(Cl)cncc2Cl)CC1 (configuration not stated) is entered as -15
TAAR1 antagonist with COC(=O)c1cc2c(c3c4cc(OC)ccc4n(S(=O)(=O)c4ccccc4)c13)C(=O)N(Cc1ccc(C(F)(F)F)cc1)C2 is entered as 8

Continued:
cpd	structure	TAAR1 agonist	TAAR1 antagonist
46	CCC(c1nc2ccccc2[nH]1)n1c(=O)c(-c2cccnc2)nc2ccccc21 (configuration not stated)	4	-34
47	COC(=O)[C@]12C[C@H](CC(=O)NCc3ccc(OC)c(OC)c3)C(=O)N(Cc3ccccc3)C1=C[C@H](C(C)(C)C)O[C@@H]2C	0	-14
48	c1ccc(Cc2cnc(N3CCN(Cc4csc5ccccc45)CC3)nc2)cc1	2	-12
49	CCCCC#Cc1ccccc1COC[B-](F)(F)F	1	-21
50	CCOC(=O)C1=C(C(=O)OCC)C2N(Cc3ccc(Br)cc3)c3ccccc3[C@@]23C[C@@H](C(=O)OC)N(S(=O)(=O)c2ccc(OC)cc2)C3=N1 (some centres not stated)	1	4
51	COC(=O)[C@@]12C[C@@H](CC(=O)NCCCN3CCCC3=O)C(=O)N(CCc3ccc(OC)c(OC)c3)C1=CCC(C)(C)C2	8	-30
52	CCCCOc1ccc(C(=O)NC2CCCCN(CCC)C2=O)cc1 (configuration not stated)	-2	-5
53	CCOC(=O)[C@@H]1CSCCS(=O)(=O)N1C(=O)[C@H](C)NC(=O)OC(C)(C)C	5	2
54	CC(C)NC(=O)C1(C)CSCC(=O)N1CCCn1ccnc1 (configuration not stated)	1	-4
55	C#CCn1c2ccccc2c(=O)n1CCOc1ccccc1OC	0	-6
56	COc1ccc(C(C(=O)NC(C)(C)C)n2c(=O)c(-c3ccco3)nc3ccccc32)cc1 (configuration not stated)	0	-16
57	O=C(NCc1ccccc1)C(c1ccc(F)cc1)N1CCN(C(=O)C2CCCO2)CC1 (configuration not stated)	3	-22
58	CCOC(=O)C1=CCC(c2ccccc2)N(S(C)(=O)=O)C1 (configuration not stated)	4	-9
59	CCCCCCN(C(=O)CCCCCN1C(=O)NC(c2ccc(C3CCCCC3)cc2)C(C(=O)OCc2ccccc2)=C1C)C(C(=O)NCCCC)c1ccc(OCC(=O)OC)c(C(=O)OC)c1 (configuration not stated)	1	7
60	CCN=C1NC(c2ccc(Cl)cc2)C(C(=O)OC)=C(C)N1Cc1cccc(C(F)(F)F)c1 (configuration not stated)	56*	74*

6 of the entries above in order of the TAAR1 antagonist value, low to high:
nr | SMILES | TAAR1 antagonist
28 | O=C(NC1CCCCC1)C(c1ccnc2ccccc12)n1c(=O)c(-c2ccccc2)nc2ccccc21 (configuration not stated) | -25
49 | CCCCC#Cc1ccccc1COC[B-](F)(F)F | -21
8 | COC(=O)[C@@]12C[C@@H](CC(=O)N3CCSCC3)C(=O)N(Cc3ccc4c(c3)OCO4)C1=CCC(C)(C)C2 | -14
24 | CCNC(=O)N1CCN(c2ccc(N3CCN(C(=O)NCC)[C@H](C)C3)c(C)c2)[C@@H](C)C1 | 0
14 | COc1cc2c(cc1OCc1ccccc1)/C(=C/C(=O)OCc1ccccc1)OC2 | 6
21 | CC(=O)C1=C(C)N(Cc2ccc(F)cc2)C(=S)NC1c1ccc(Cl)cc1 (configuration not stated) | 26

Values in list order from the entries so far:
Nos. 36–44 in TAAR1 agonist: 8, 1, 18, 1, 2, 0, 2, 1, -2
Nos. 36–44 in TAAR1 antagonist: 29, -6, -1, -19, -15, -9, -25, -18, 8

Continued.
cpd	structure	TAAR1 agonist	TAAR1 antagonist
61	COc1cccc(CC(=O)NCC2CCN(C(=O)C(=O)c3cccs3)CC2)c1	0	1
62	COC(=O)[C@]12C[C@H](CC(=O)N3CCC(c4ccccc4)CC3)C(=O)N(CCC3=CCCCC3)C1=C[C@H](C(C)(C)C)O[C@@H]2C	-1	-34
63	O=C(NCc1ccccc1)[C@H]1CCCN1C(=O)[C@H]1CCCN1C(=O)c1cc(F)cc(F)c1	0	-9
64	O=C(NCc1ccccc1)C(c1ccc(-c2ccccc2)cc1)N1CCN(c2ccccc2F)CC1 (configuration not stated)	0	-31
65	O=C(CCc1c[nH]c2ccccc12)Nc1ccc(Nc2ccncc2)cc1	3	3
66	COc1ccc(NC(=O)N(C)C[C@H]2OCc3cn(nn3)CCCC(=O)N([C@H](C)CO)C[C@@H]2C)cc1	2	7
67	COCC(=O)N[C@H]1CC[C@@H](CC(=O)NCc2ccccc2OC)O[C@@H]1CO	1	-19
68	COc1ccc(C2=CC(=O)CC(C)(C)C2=O)cc1	1	-8
69	S=C(SCc1nc(-c2ccc(Cl)cc2)no1)N1CCSCC1	-1	-15
70	CCN=C1NC(c2ccc(C(F)(F)F)cc2)C(C(=O)OC)=C(C)N1Cc1ccccc1C(F)(F)F (configuration not stated)	19	21
71	COc1ccc(C(=O)C(=O)N2CCN(C(=O)OCc3ccccc3)CC2)cc1	4	-4
72	COc1ccc(-c2c(C(=O)c3ccccc3)[nH]c(N)c2C(=O)NCCc2c[nH]c3ccccc23)cc1	4	23
73	Oc1ccc(Cl)c(CN2CCN(c3ncc(Cc4ccccc4)cn3)CC2)c1	0	-18
74	COc1ccc2c(c1)C(NC(=O)C(F)(F)F)CC21CCCCC1 (configuration not stated)	-3	-17
75	CCOC(=O)C1=CCC(c2cc3ccc(OC)cc3n2C(=O)OC(C)(C)C)NC1 (configuration not stated)	4	-3

(next part)
cpd	structure	TAAR1 agonist	TAAR1 antagonist
76	CC(C)[C@H](NC(=O)c1cccs1)C(=O)N1CCC[C@H]1C(=O)NCc1ccccc1	1	-9
77	CCOC(=O)N(C)C[C@@H]1OCc2cn(nn2)CCCC(=O)N([C@H](C)CO)C[C@H]1C	1	1
78	CCOC(=O)[C@]12CCCC=C1N(CCC1=CCCCC1)C(=O)[C@H](CC(=O)NCC13CC4CC(CC(C4)C1)C3)C2	0	-18
79	CCOC(=O)CN1CCCc2nc(-c3ccc(OC)cc3)ccc21	0	-12
80	COC(=O)C[C@@H]1C=C[C@@H](NC(C)=O)[C@@H](CO)O1	2	-1
81	COC(=O)[C@]12C[C@H](CC(=O)N3CCCC3)C(=O)N(CCC3=CCCCC3)C1=C[C@H](C(C)(C)C)O[C@@H]2C	-1	-40
82	COC(=O)C1=C(C)N(C)C(=NCc2ccccc2C(F)(F)F)NC1CCc1ccccc1 (configuration not stated)	4	0

3 structures from above, ordered by number of heavy atoms, smallest number first:
cpd	structure	TAAR1 agonist	TAAR1 antagonist
58	CCOC(=O)C1=CCC(c2ccccc2)N(S(C)(=O)=O)C1 (configuration not stated)	4	-9
55	C#CCn1c2ccccc2c(=O)n1CCOc1ccccc1OC	0	-6
20	Nc1ccc(F)c(CN2CCN(c3ncc(Cc4ccccc4)cn3)CC2)c1	6	-11

Source: PubChem BioAssay
